# Screening results as filed in PubChem.
# TDP2 inh – TDP2 (human) inhibition, absorbance primary screen; O95551; recombinant TDP2, T5PNP hydrolysis, p-nitrophenol absorbance 415 nm; inhibition, % at 12.8 µM; 370,000 compounds, 0.34% hits;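 active = inhibition above the mean of all tested compounds plus 3 SD, set per campaign, cut at about 25% in these data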;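 note: 0% = DMSO with enzyme and 100% = buffer with substrate but no TDP2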
#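 Read-out basis: percent inhibition. System: recombinant human TDP2. Buffer or medium: Mg2+-containing Tris-HCl buffer, pH 7.5. Repeats: single replicate. Timing: reaction 2 h, 37 °C. Benchmarks: high control without enzyme, low control DMSO plus TDP2. Probe or stimulus: 5 mM T5PNP. Doses: 12.8 µM only. Measured by: epi absorbance of p-nitrophenol freed from T5PNP by hydrolysis.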
# SIAE inh – human SIAE inhibition, primary screen; Q9HAT2; SIAE FP-Rh probe binding, fluorescence polarization; inhibition, % at 9.66 µM; 370,000 compounds, 0.69% hits; AID 1053197;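 active = inhibition above a cutoff: mean of compounds within the control limits plus 3 SD of those, cut at about 17% in these data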;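 note: 0% = plate median of compound wells and 100% = probe without SIAE protein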
# ADAM10 inh – inhibitors of human ADAM10 | AID 720582 | O14672 | inhibition, % at 7 µM | 370,000 compounds, 0.62% hits | recombinant ADAM10, EDANS/DABCYL FRET peptide cleavage, 3 h;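 active = inhibition above a per-campaign cutoff equal to the mean of compounds falling between control-based bounds plus 3 SD, cut at about 20% in these data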;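 note: 0% = DMSO wells while the 100% control is not disclosed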
# Target sequence (O14672 214-748 limits assumed): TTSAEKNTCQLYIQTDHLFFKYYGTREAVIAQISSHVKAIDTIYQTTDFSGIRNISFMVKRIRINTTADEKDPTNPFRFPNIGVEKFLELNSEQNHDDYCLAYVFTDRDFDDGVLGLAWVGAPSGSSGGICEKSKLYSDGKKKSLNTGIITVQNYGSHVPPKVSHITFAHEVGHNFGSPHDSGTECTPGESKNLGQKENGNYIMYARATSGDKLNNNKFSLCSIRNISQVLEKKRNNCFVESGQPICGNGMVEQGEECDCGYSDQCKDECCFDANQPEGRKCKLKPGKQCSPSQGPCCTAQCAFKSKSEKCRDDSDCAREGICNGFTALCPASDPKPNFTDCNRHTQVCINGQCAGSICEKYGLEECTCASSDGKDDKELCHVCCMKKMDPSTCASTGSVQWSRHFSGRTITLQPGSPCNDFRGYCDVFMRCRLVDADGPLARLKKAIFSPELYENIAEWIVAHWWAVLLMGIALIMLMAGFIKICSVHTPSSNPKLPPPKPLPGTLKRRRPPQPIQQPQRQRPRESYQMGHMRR
# Tn7 DDE FP – disrupts Tn7 cyclic peptide binding to fibrin D-Dimer-E complex; 370,000 compounds, 0.13% hits; FP displacement of FITC-Tn7 peptide from fibrin DD(E); 0% = median of compound wells per plate; P02675; inhibition, % at 8.3 µM;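 active = inhibition above the mean of compounds falling within the control limits plus 3 SD of them, cut at about 14% in these data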;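 note: 0% = plate median of compound wells and 100% = 10 µM Aha-Tn7 peptide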
#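 Assay system: Fibrin-DD(E) protein isolated from polymerized human fibrin clots; read-out basis: percent inhibition; medium: Tris/NaCl/CaCl2 buffer, pH 7.8; signal: FP measurement; incubation: 10 min plus 3 h, room temperature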
# ADAM17 inh – inhibitors of human ADAM17 | P78536 | recombinant ADAM17, EDANS/DABCYL FRET peptide cleavage | inhibition, % at 6.95 µM | 370,000 compounds, 0.83% hits;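 active = inhibition above the mean of compounds lying between control limits plus 3 SD, set per campaign, cut at about 8.5% in these data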;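 note: 0% = DMSO-only wells as the low control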
# PLC-beta3 inh – inhibitors of human phospholipase C beta3. Q01970. Purified PLC-beta3, fluorogenic substrate, fluorescence. inhibition, % at 12.2 µM. 370,000 compounds, 0.18% hits. AID 720704; in the data active = inhibition above about 11%;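 note: 0% = median of compound wells on plate and 100% = full blocker control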
# PLCg1 inh – inhibitors of human phospholipase C gamma1 | inhibition, % at 12.2 µM | purified PLC-gamma1, fluorogenic substrate, fluorescence | P19174 | 370,000 compounds, 0.84% hits | AID 720700; in the data active = inhibition above about 9.5%
# DDE Tn6 FP inh – disrupts Tn6 cyclic peptide binding to fibrin D-Dimer-E complex | inhibition, % at 8.3 µM | 370,000 compounds, 0.21% hits | Fibrin DD(E) TRITC-Tn6 fluorescence polarization displacement | P02675;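 active = inhibition above a per-campaign cutoff: mean of compounds within control limits plus 3 SD, cut at about 15% in these data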;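 note: 0% = median of all compound wells on the plate and 100% = blocking peptide control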
# ASAP1 inh – blocks human ASAP1-stimulated Arf1 GTP hydrolysis; Q9ULH1; GDP FP detection; inhibition, % at 16.5 µM; 360,000 compounds, 0.19% hits; AID 624377; in the data active = inhibition above about 25%;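 note: 0% = vehicle with enzyme and substrate and 100% = no enzyme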
# Target sequence (Q9ULH1 325-724 limits assumed): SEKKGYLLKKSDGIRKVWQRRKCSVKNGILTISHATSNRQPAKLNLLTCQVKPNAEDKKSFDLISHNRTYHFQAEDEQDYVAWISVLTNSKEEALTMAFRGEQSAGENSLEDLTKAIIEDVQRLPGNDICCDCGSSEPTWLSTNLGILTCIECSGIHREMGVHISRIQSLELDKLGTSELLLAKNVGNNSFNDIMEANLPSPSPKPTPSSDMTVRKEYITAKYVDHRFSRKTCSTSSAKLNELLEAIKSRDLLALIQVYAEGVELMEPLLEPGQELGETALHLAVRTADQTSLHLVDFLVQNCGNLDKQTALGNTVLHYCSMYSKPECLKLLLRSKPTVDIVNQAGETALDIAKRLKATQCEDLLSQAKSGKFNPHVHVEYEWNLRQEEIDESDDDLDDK
# ARFGAP1 inhibitor – inhibitors of rat ARFGAP1. Q62848. Arfgap1-stimulated ARF1 GTP hydrolysis, GDP FP detection. inhibition, % at 16.5 µM. 360,000 compounds, 0.26% hits. AID 651572;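 active = inhibition above a per-plate limit, mean inhibition of low control wells plus 3 SD, cut at about 25% in these data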;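 note: 0% = DMSO wells with enzyme and 100% = wells lacking Arfgap1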
# Target sequence (Q62848 1-136 limits assumed): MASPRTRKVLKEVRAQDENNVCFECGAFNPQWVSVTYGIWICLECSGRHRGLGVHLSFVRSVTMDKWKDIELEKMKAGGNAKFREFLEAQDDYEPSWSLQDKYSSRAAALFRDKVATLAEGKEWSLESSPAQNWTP
#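 Replicates: Single well per compound | Assay system: Truncated rat Arfgap1 GAP domain | Control set: No-Arfgap1 wells (100%) versus DMSO full-reaction wells (0%) | Times: Enzyme reaction 120 min at 25 °C after 20 min preincubation | Reagent: Human ARF1(Δ1-17)-GTP substrate | Measured by: Tracer-displacement fluorescence polarization with EDTA stop, 620/688 nm | Measure: Percent inhibition of Arfgap1-stimulated GTP hydrolysis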
# * marks the source's active call; other numbers are inactive results; . = no result given. Not a hit list (roughly 3.6% active in at least one column).
TDP2 inh	SIAE inh	ADAM10 inh	Tn7 DDE FP	ADAM17 inh	PLC-beta3 inh	PLCg1 inh	DDE Tn6 FP inh	ASAP1 inh	ARFGAP1 inhibitor	structure
2	2	2	6	2	-1	-2	13	-1	-5	OC(COc1ccc2c(c1)OCO2)CN1CCCC1 (stereo not given)
-5	-2	-3	19*	1	-326	-241	-1	5	2	Cn1c(=O)c(NC2CCCCC2)c2c3c(cccc31)C(=O)c1ccccc1-2
2	-12	-2	-2	3	1	0	-13	-1	15	O=C(Nc1cnc2ccccc2c1)c1cccc(-n2cnnn2)c1
-3	-6	2	2	0	-9	1	1	-8	10	Cc1[nH]c2ccccc2c1C(=O)CN1CCCC(C)C1 (stereo not given)
-14	-46	39*	-3	15*	7	7	-11	7	21	O=C(NCc1cccc(Cl)c1)c1ccc(S(=O)(=O)Nc2cccc(C(F)(F)F)c2)cc1
-7	3	-3	3	-4	-2	0	-5	9	10	Cc1cccc(C)c1N(CC(=O)NCc1ccc(F)cc1)C(=O)c1csnn1
-6	2	-18	-3	1	-23	-18	4	-1	-1	Cc1cc(NC(=O)COc2cccc3cccnc23)no1
12	7	-4	-5	-2	0	0	-5	-3	9	CCn1c(Cc2ccccc2)nnc1SCC(=O)NC1CC1
3	0	6	-2	3	1	-6	4	-12	14	Cc1[nH]c2c(Cl)cccc2c1CCNC(=O)C1CCCCC1C(=O)OCC(F)(F)F (stereo not given)
4	2	-8	-8	0	-5	-2	4	4	-1	NC(=O)C1(NC(=O)[C@@H]2CC3(CC(c4cccc(NC(=O)[C@@H]5CCC(=O)N5)c4)=NO3)CN2C(=O)c2cnccn2)CC1 (stereo not given in full)
12	3	4	-2	-4	-5	-2	-5	2	-3	CCOC(=O)N1CCN(C(=O)c2ccc(Cn3c(=S)[nH]c4cc(OCC)c(OCC)cc4c3=O)cc2)CC1
-10	4	5	-6	7	0	1	-3	-14	0	COc1ccc(CC(=O)Nc2ccccc2Oc2ccccc2)cc1
3	10	0	2	-5	-1	-1	-4	9	4	CC1CCN(CC(=O)Nc2ccccc2-c2ccccc2)CC1
4	-20	11	-5	5	0	1	4	2	-10	Cc1ccc(S(=O)(=O)N(C)C)cc1NC(=O)COC(=O)/C(=C/c1ccc(F)cc1)c1cccs1
2	3	-13	-8	-5	-20	-9	11	-15	-8	COc1ccc(NC(=O)CN(C)C(=O)Cc2c(C)nc3ccccc3c2C)cc1
6	-2	-6	-1	1	-2	0	1	.	.	O=C(CCc1nc(-c2ccccc2F)no1)NCCc1ccccc1F
-4	4	3	3	-7	0	-2	-2	12	21	COc1ccc(NC(=O)NC(C(F)(F)F)C(F)(F)F)cc1
-7	-1	-5	0	2	0	0	0	6	14	COc1cccc(OC)c1C(=O)Nc1ccc(N2CCN(C(=O)c3ccco3)CC2)cc1
6	7	0	-3	-2	-3	-2	6	-5	-2	COc1ccc(NC(=O)N2CCc3ccccc32)cc1
3	1	0	-8	1	6	2	-5	-7	6	COc1ccc(Cn2c(-c3ccc(C)cc3)c[n+]3ccccc23)cc1
6	4	-1	0	-6	-7	-3	-6	-2	5	Cc1cc(S(=O)(=O)N2CCCCC2)ccc1OCC(=O)Nc1ccccc1
-7	13	5	2	3	6	4	-1	4	-4	N/C(=N\OC(=O)c1ccc2c(c1)OCO2)c1ccc(Cl)cc1
-19	-2	8	-6	2	-4	3	-5	13	4	O=C(/C(=C/c1cccnc1)n1ccnc1)c1ccc(Cl)cc1Cl
5	-2	7	2	-1	0	7	6	-10	-3	CCC(C)c1ccc(OCC(=O)O)cc1 (stereo not given)
-10	3	-19	-5	-7	-118	-81	-5	4	11	O=C1C(=O)N(c2ccc(O)cc2)C(c2ccccc2[N+](=O)[O-])/C1=C(\O)c1ccccc1 (stereo not given)

# Other structures follow.
TDP2 inh	SIAE inh	ADAM10 inh	Tn7 DDE FP	ADAM17 inh	PLC-beta3 inh	PLCg1 inh	DDE Tn6 FP inh	ASAP1 inh	ARFGAP1 inhibitor	structure
-1	-4	3	0	2	-3	0	-14	3	-9	CCOc1ccc(N2C(=O)CC(Sc3ccccc3C(=O)O)C2=O)c([N+](=O)[O-])c1 (stereo not given)
-2	4	-5	-7	5	-7	6	0	15	-8	CC(C(=O)Nc1ccc(Cl)cc1Cl)N1C(=O)NC2(CCCCCCC2)C1=O (stereo not given)
12	0	4	8	-1	-4	0	7	-12	-11	COc1ccc(N2CCN(C(=O)CSc3nc4nc(C)cc(C)n4n3)CC2)cc1
7	2	0	2	-4	1	0	0	-11	-4	CC(C)OC(=O)NCN1C(=O)C2C3C=CC(C3)C2C1=O (stereo not given)
3	0	-5	0	-1	-2	-1	6	-1	11	O=C(NC(=S)N1CCCC1)c1ccc(Cl)cc1Cl
-1	-2	11	-4	1	-10	-1	-4	-5	-1	O=C(N/N=C/c1ccccn1)c1cccc(NC(=O)c2ccc(Cl)cc2)c1
-3	-6	-7	-1	6	3	0	4	-2	-5	O=C(NCc1cccs1)C(Cc1ccccc1)n1cccc1 (stereo not given)
-2	0	1	7	-5	-2	0	-1	-1	-2	COC(=O)/C(C#N)=C/N(C)C
-1	-2	1	4	-2	-4	0	0	11	-3	Cc1ccc(NC(=O)C[n+]2ccccc2)cc1C
-5	-3	-9	4	-4	3	2	3	-1	2	O/N=C(\CN1CCCCC1)c1ccccc1
4	-6	-6	7	-4	-16	-8	8	7	-5	COc1cc2ccccc2cc1C(=O)Nc1ccc(CN2CCOCC2)cc1
3	-1	1	2	-2	3	4	-1	7	-4	CC[C@H](C)[C@@H](COC=O)NC(=O)[C@H]1O[C@@H](n2ccc(N)nc2=O)[C@H](O)[C@@H]1O
-6	9	-4	-4	4	5	9	-3	8	21	CC(C)(C)OC(=O)N1CCC(C(=O)Nc2ccc(C(=O)N3CCCCC3)cc2)CC1
7	4	-15	-8	-4	-1	2	-4	1	11	Nc1nc(OCc2ccccc2)c2[nH]cnc2n1
2	10	-3	1	-3	3	0	8	-14	10	CC(C)C[C@H]1CNC(=S)N1CC1CCN(CC2CCCC2)CC1
-5	-42	-6	6	-4	-20	-11	3	0	11	N#Cc1cccc(NC(=O)CSc2sc3c(O)cc(=O)[nH]c3c2C#N)c1
-16	-2	-180	-1	-70	-171	-133	-12	24	7	COc1cc(-c2cc3nc(NCc4cccc(Cl)c4)ccn3n2)cc(OC)c1OC
12	-24	-10	-5	-4	-58	-45	6	4	-1	Cc1cc(/C=C2/C(=N)N3C(c4ccccc4)=CSC3=NC2=O)c(C)n1-c1ccccc1
-11	3	-19	3	0	-9	8	-13	-2	19	COCOc1cc(O)c2c(=O)c(OCOC)c(-c3ccc(OCOC)c(OCOC)c3)oc2c1
3	-4	10	3	6	-6	2	-1	-6	6	CC(C)(C)c1ccccc1OCC(=O)Nc1ccccc1C(=O)NCc1cccnc1
2	4	-9	5	-8	1	2	4	5	-8	CC(C)CNC(=O)C1(C)CCCCCN1C(=O)c1cc(C#N)cs1 (stereo not given)
-1	-4	3	-2	-2	-4	-1	-9	1	-1	CCOc1ccccc1C(=O)NCCCN1CCN(CCCNC(=O)c2ccccc2OCC)CC1
2	-2	9	0	-2	2	1	-9	11	3	CC(C(=O)NC(=O)NCc1ccccc1)N1C(=O)c2ccccc2C1=O (stereo not given)
-12	-6	-1	0	-3	2	-2	-1	4	-1	O=C1C=C(c2cccc3c2oc2ccccc23)C[C@@H](c2ccc(F)cc2)C1
2	4	-8	7	-6	-5	1	-1	3	10	Cc1ccc(S(=O)(=O)N2CCN(C(=O)COC(=O)COc3cccc4c3OC(C)(C)C4)CC2)cc1
-11	-4	7	-7	2	4	4	-3	13	12	CC(=O)N(C)c1ccc(NC(=O)c2ccc([N+](=O)[O-])cc2Cl)cc1
7	-4	-5	3	-3	1	3	9	5	-2	O=C(Nc1cccn2ncnc12)C(Cl)Cl

# 15 entries from above, with bars between the fields:
Compound | TDP2 inh | SIAE inh | ADAM10 inh | Tn7 DDE FP | ADAM17 inh | PLC-beta3 inh | PLCg1 inh | DDE Tn6 FP inh | ASAP1 inh | ARFGAP1 inhibitor
CC(C)(C)OC(=O)N1CCC(C(=O)Nc2ccc(C(=O)N3CCCCC3)cc2)CC1 | -6 | 9 | -4 | -4 | 4 | 5 | 9 | -3 | 8 | 21
Nc1nc(OCc2ccccc2)c2[nH]cnc2n1 | 7 | 4 | -15 | -8 | -4 | -1 | 2 | -4 | 1 | 11
CC(C)C[C@H]1CNC(=S)N1CC1CCN(CC2CCCC2)CC1 | 2 | 10 | -3 | 1 | -3 | 3 | 0 | 8 | -14 | 10
N#Cc1cccc(NC(=O)CSc2sc3c(O)cc(=O)[nH]c3c2C#N)c1 | -5 | -42 | -6 | 6 | -4 | -20 | -11 | 3 | 0 | 11
COc1cc(-c2cc3nc(NCc4cccc(Cl)c4)ccn3n2)cc(OC)c1OC | -16 | -2 | -180 | -1 | -70 | -171 | -133 | -12 | 24 | 7
Cc1cc(/C=C2/C(=N)N3C(c4ccccc4)=CSC3=NC2=O)c(C)n1-c1ccccc1 | 12 | -24 | -10 | -5 | -4 | -58 | -45 | 6 | 4 | -1
COCOc1cc(O)c2c(=O)c(OCOC)c(-c3ccc(OCOC)c(OCOC)c3)oc2c1 | -11 | 3 | -19 | 3 | 0 | -9 | 8 | -13 | -2 | 19
CC(C)(C)c1ccccc1OCC(=O)Nc1ccccc1C(=O)NCc1cccnc1 | 3 | -4 | 10 | 3 | 6 | -6 | 2 | -1 | -6 | 6
CC(C)CNC(=O)C1(C)CCCCCN1C(=O)c1cc(C#N)cs1 (stereo not given) | 2 | 4 | -9 | 5 | -8 | 1 | 2 | 4 | 5 | -8
CCOc1ccccc1C(=O)NCCCN1CCN(CCCNC(=O)c2ccccc2OCC)CC1 | -1 | -4 | 3 | -2 | -2 | -4 | -1 | -9 | 1 | -1
CC(C(=O)NC(=O)NCc1ccccc1)N1C(=O)c2ccccc2C1=O (stereo not given) | 2 | -2 | 9 | 0 | -2 | 2 | 1 | -9 | 11 | 3
O=C1C=C(c2cccc3c2oc2ccccc23)C[C@@H](c2ccc(F)cc2)C1 | -12 | -6 | -1 | 0 | -3 | 2 | -2 | -1 | 4 | -1
Cc1ccc(S(=O)(=O)N2CCN(C(=O)COC(=O)COc3cccc4c3OC(C)(C)C4)CC2)cc1 | 2 | 4 | -8 | 7 | -6 | -5 | 1 | -1 | 3 | 10
CC(=O)N(C)c1ccc(NC(=O)c2ccc([N+](=O)[O-])cc2Cl)cc1 | -11 | -4 | 7 | -7 | 2 | 4 | 4 | -3 | 13 | 12
O=C(Nc1cccn2ncnc12)C(Cl)Cl | 7 | -4 | -5 | 3 | -3 | 1 | 3 | 9 | 5 | -2
